EP2 mod: EP2 receptor modulators, cAMP readout, primary screen, cell-based, HTRF cAMP, PGE2 stimulation. Prostaglandin E2 receptor EP2 subtype (Homo sapiens), P43116. EP2-expressing cells, cAMP HTRF FRET, PGE2 co-stimulation. induction, % at 25 µM. 0.83% of 260,000 active. AID 940, 2007;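 active = compounds whose cAMP rise, as percent of the full-agonist control response, exceeds 60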;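 note: rat C6 glioma line stably carrying human EP2 under a CMV promoter; the protocol text gives 20 µM as final concentration; 100% = response of wells given 1 µM PGE2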
Target sequence (P43116 whole entry, looked up): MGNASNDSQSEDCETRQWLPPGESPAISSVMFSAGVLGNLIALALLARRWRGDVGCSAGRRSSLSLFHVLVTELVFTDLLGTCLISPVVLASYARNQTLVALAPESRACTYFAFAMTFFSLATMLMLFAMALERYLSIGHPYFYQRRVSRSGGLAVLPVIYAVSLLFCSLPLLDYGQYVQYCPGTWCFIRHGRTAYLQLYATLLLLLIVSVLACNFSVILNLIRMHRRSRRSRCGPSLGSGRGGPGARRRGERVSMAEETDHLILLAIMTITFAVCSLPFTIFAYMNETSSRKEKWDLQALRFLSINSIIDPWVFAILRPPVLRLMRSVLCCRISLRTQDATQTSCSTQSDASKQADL
* marks the source's active call; other numbers are inactive results; & = joins results of further samples. Only part of the results is shown; count on the stated rates, not on these rows.

EP2 mod,canonical_smiles
-92.3,CCc1c(C)sc2ncn(C3CCN(C(=O)c4n[nH]c5c4CCCC5)CC3)c(=O)c12
14.9,CCN1C2=C(C(=O)CCC2)C(c2ccc(O)c(Cl)c2)C2=C1CCCC2=O
-49.9,Cc1cc(C)nc(SCc2nnc(SCC(=O)N3CCCCC3)n2-c2cccc(Cl)c2)n1
2.7,COc1ccc(N2CCN(C(=O)CN3CCc4nc(C)[nH]c(=O)c4C3)CC2)cc1
3.9,CC(=O)c1cccc(NC(=O)CSc2nc3c(c(=O)n(C)c(=O)n3C)n2C)c1
-36.1,CC[C@@H](Cn1nc(-c2cccs2)ccc1=O)NC(=O)c1snnc1C
16.6,N[C@@H](CS(=O)O)C(=O)O
-34.2,COc1cccc(C(=O)N2CCN(Cc3ccccc3C)CC2)c1OC
2.5,COCCNCc1cc2c(-c3cccc(F)c3)nn(-c3ccccc3)c2[nH]c1=O
-40.0,COc1ccc(CN2Cc3cc4cc(OC)ccc4nc3OCC2=O)cc1
-93.5,O=C(CSc1nc(-c2ccccc2)cc(C(F)(F)F)n1)NCC1CCCO1 (stereo not drawn)
-38.8,COc1ccc(-c2noc(-c3cccc(OC)c3OC)n2)cc1

The final two compounds of the section before are carried over, then new ones follow:
EP2 mod,canonical_smiles
-93.5,O=C(CSc1nc(-c2ccccc2)cc(C(F)(F)F)n1)NCC1CCCO1 (stereo not drawn)
-38.8,COc1ccc(-c2noc(-c3cccc(OC)c3OC)n2)cc1
-18.6,Cc1cc(C)c2c(NCc3ccc(C)o3)nn(C(=O)c3ccno3)c2n1
-23.7,NNC(=O)CCc1ccc2ccc3ccccc3c2c1
-34.9,CC1CCCC(C)N1C(=O)[C@H]1C[C@@H](c2cccs2)NS(=O)(=O)N1C (stereo partly drawn)
-9.2,COc1ccc(N2CC(C(=O)OCC(=O)Nc3ccc(C)cc3)CC2=O)cc1 (stereo not drawn)
-3.0,Cc1nc(N2CCN(CC(=O)N3CCCCC3)CC2)[nH]c(=O)c1C
14.0,CC(=NCC(=O)O)c1ccccc1
-11.2,Cc1ccc(-c2nnn(CC(=O)N(CC(=O)NC(C)(C)C)c3cccc(C(F)(F)F)c3)n2)o1
13.1,O=C1Nc2ccc(S(=O)(=O)Nc3ccccc3F)c3cccc1c23
12.0,COc1ccc(/C=N/NC(=O)O)cc1
-14.9,Cc1ccc2cc(C(c3nnnn3Cc3ccccc3)N3CCCC3)c(=O)[nH]c2c1 (stereo not drawn)
24.5,CCc1nc2sc3c(c2c2nnc(SCC(=O)NCCc4ccccc4)n12)CCCC3
0.1,C=CCc1cc(CN(C)CC2CCN(C)C2)cc(OC)c1O (stereo not drawn)
27.5,Cc1c(C(=O)O)nc(/C=C/C(=O)O)[nH]c1=O
24.5,O=C(C[n+]1ccc2ccccc2c1)c1ccc2ccc3ccccc3c2c1
-115.3,Cc1[nH]nc2c1C(c1ccc3c(c1Cl)OCO3)C(C#N)=C(N)O2 (stereo not drawn)
20.6,Cc1cnc(NC(=O)C(C)N2CCC(N3CCCCC3)CC2)s1 (stereo not drawn)
-10.0,CCN(CC)C(=O)N1CCC(c2nc(C)ncc2-c2ccncc2)CC1
-44.2,CC1CCc2c(sc3nc(SCC(=O)NC(C)(C)C)[nH]c(=O)c23)C1 (stereo not drawn)
-24.8,COc1ccc(N2CC(C(=O)OCC(=O)Nc3ccc(F)cc3)CC2=O)cc1 (stereo not drawn)
-40.5,Cc1ccccc1OCCCC(=O)Nc1nnc(C2CCCCC2)s1
-10.1,COc1cccc(C(C(=O)NC2CCCC2)N(C(=O)Cc2cccs2)C2CC2)c1 (stereo not drawn)
-64.5,CCc1[nH]nc(NS(=O)(=O)c2ccc3c(c2)oc(=O)n3C(C)C)c1C
-39.7,O=C(c1ccc2c(c1)OCO2)N1CCC(O)(c2ccccn2)CC1
-11.1,CCOc1ccc(-n2c(SCC(=O)NC(C)(C)C)nnc2-c2ccccn2)cc1
31.5,C=CCOc1cccc(C2C(C(=O)c3ccc(C)o3)=C(O)C(=O)N2Cc2cccnc2)c1 (stereo not drawn)
-58.6,COc1ccc(OC)c(CNc2n[nH]c3nc(C)cc(C)c23)c1
-4.2,COCCCN1C(=O)C(O)=C(C(C)=O)C1c1cccnc1 (stereo not drawn)
9.3,CCOC(=O)c1c(C)cc(O)c(C)c1O
-28.3,CCCC(=O)N(C)c1nnc(-c2ccc(F)cc2)s1
40.0,CCn1c(COc2cccc3ccccc23)nnc1SCC(=O)Nc1cccc(Cl)c1C
56.2,CCCC(c1nnnn1C(C)(C)C)N(Cc1cccs1)Cc1cc2cc(C)c(C)cc2[nH]c1=O (stereo not drawn)
-37.0,O=C(c1cc(F)cc(F)c1)N1CCC(c2ccc3c(c2)OCO3)CC1
-101.8,Cn1c(=O)n(C)c2cc(S(=O)(=O)Nc3ccccc3C(=O)O)ccc21
0.9,COc1ccc(CN(CCCn2ccnc2)Cc2c(C)oc3ccccc23)cc1
7.9,COc1ccc(CCN2C(=O)C(O)=C(C(=O)c3ccco3)C2c2cccc(O)c2)cc1OC (stereo not drawn)
-43.6,COCCn1nnnc1C(c1cc2ccc(OC)cc2[nH]c1=O)N1CCCCCC1 (stereo not drawn)

A different layout for some results above.
Structure: Cc1ccccc1OCCCC(=O)Nc1nnc(C2CCCCC2)s1
  EP2 mod: -40.5

Structure: COc1cccc(C(C(=O)NC2CCCC2)N(C(=O)Cc2cccs2)C2CC2)c1 (stereo not drawn)
  EP2 mod: -10.1

Remaining list, next part:
EP2 mod,canonical_smiles
46.1,COc1ccc2[nH]c(=O)c(CN(Cc3ccco3)C(c3nnnn3C3CCCC3)C(C)C)cc2c1 (stereo not drawn)
22.5,C[C@@]12CC[C@H]3c4ccc(O)cc4CC[C@@H]3[C@H]1CC[C@H]2OC(=O)CCc1ccccc1
-47.4,O=C(CCCc1c[nH]c2ccccc12)N1CCn2cc(C(F)(F)F)nc2C1
0.3,COCCn1nnnc1C(c1ccc(Cl)cc1)N1CCN2CCCC2C1 (stereo not drawn)
-33.2,C=C1C(C(=O)Nc2ccc3c(c2)OCCO3)C1C(=O)Nc1ccc2c(c1)OCCO2 (stereo not drawn)
-40.4,CC1CCCN(Cn2nc3c4ccccc4ncn3c2=O)C1 (stereo not drawn)
-19.7,COc1ccc(C(=O)Nc2ccc(NC(=O)c3cc4ccccc4o3)c(OC)c2)cc1
44.6,COc1cc(CN2C[C@@H]3CCCN3C[C@@H]2Cc2ccccc2)cc2c1OCO2
26.4,Cc1cccc(N(CC(N)=O)C2SC(=O)N(C)C2=O)c1 (stereo not drawn)
12.1,CN(C)CCCn1cnc2cc(Cl)c(Cl)cc21
10.0,CC1(C)OC(c2ccncc2)OC1(C)C
-21.8,O=C(Cc1ccc(F)cc1)N1CCC(n2nnc3ccccc3c2=O)CC1
20.8,COc1cccc(OC)c1C(=O)N(C)c1nc(-c2ccc(F)cc2)cs1
-5.6,CC[C@H](Cn1nc(-c2cccs2)ccc1=O)NC(=O)CCn1nccc1C
83.4*,CC(C)Oc1ccccc1Cn1c(=O)sc2ccccc21
-6.5,CC1CCc2c(sc3ncn(C4CCN(C(=O)c5ccco5)CC4)c(=O)c23)C1 (stereo not drawn)
25.9,c1ccc(-c2nn3c(nc4nc5ccccc5nc43)s2)cc1
-131.7,CCC(C)NC(=O)CSc1nc(-c2ccco2)cc(C(F)(F)F)n1 (stereo not drawn)
10.9,COc1cc2c(cc1OC)[C@@H](c1ccccc1)CN(C)CC2
6.5,COc1ccc(-c2coc3cc(O)ccc3c2=O)c(OC)c1O
-21.1,O=C(NCCNC(=O)C1Oc2ccccc2O1)c1ccccn1
-10.2,COc1ccc(C2C3=C(CCCC3=O)N(CC(=O)O)C3=C2C(=O)CCC3)cc1Cl
-45.3,CS(=O)(=O)N1CCC[C@H](Cn2nc(-c3cccs3)ccc2=O)C1
-41.0,CC1CC(C)CN(CC(O)c2ccc3c(c2)CCCN3S(C)(=O)=O)C1 (stereo not drawn)
1.2,Cc1nn(CCC(=O)NC2(c3ccccc3)CCCC2)c(C)c1C
-2.1,CC(=O)Nc1cc(C(=O)OCC(=O)c2cccs2)ccc1C
28.4,Clc1ccccc1CN(CCCn1ccnc1)Cc1cccs1
-4.4,CCC(CC)C(=O)N1C2CCC1CC(O)(c1cccnc1)C2 (stereo not drawn)
-17.5,COc1cccc(C2(NC(=O)c3c(C)noc3C)CCCC2)c1
3.2,O=[N+]([O-])c1cnn(C2=CNCCN=C2)c1
-71.6,CCOc1cc(OCC)c(C2C(C#N)=C(N)Oc3n[nH]c(C)c32)cc1Br (stereo not drawn)
-22.2,Cc1ccc2cc(CN(CCCO)S(=O)(=O)c3c(C)ccc4nsnc34)c(=O)[nH]c2c1
-15.4,CC(C(=O)N1CCN(Cc2ccco2)C[C@@H]1C(C)C)c1n[nH]c(=O)c2ccccc12 (stereo partly drawn)
-28.8,COc1cc2cc(C)c3nnc(SCC(=O)Nc4nccs4)n3c2cc1OC
-26.9,Cc1cc2c(cc3c(=O)n(CCN4CCCC4)nc(C)n32)s1
-46.3,COc1ccc(Cl)cc1NC(=O)CSc1nc2sc(C)c(C)c2c(=O)[nH]1
-11.1,COc1ccc(-c2nc3ccccn3c2NC2CCCC2)c(OC)c1
-75.8,COc1ccc(-c2nc3ccccc3[nH]2)cc1OC
42.3,C/C(Cl)=C/Cn1c(Nc2cccc(C)c2)nc2c1c(=O)n(C)c(=O)n2C
19.2,Cc1ccc2cc(C(c3nnnn3C(C)(C)C)N(Cc3ccco3)Cc3cccs3)c(=O)[nH]c2c1 (stereo not drawn)
17.0,Cc1nn(CC(=O)N(c2ccccc2)c2ccccc2)c(=O)c2cc3ccsc3n12
-6.7,NC(=O)c1c(NC(=O)C2CC(c3ccccc3O)=NO2)sc2c1CCCC2 (stereo not drawn)
44.4,CCC(c1nnnn1C(C)(C)C)N(Cc1ccccc1Cl)Cc1cc2cc(C)cc(C)c2[nH]c1=O (stereo not drawn)
-28.7,CCC1CCCCN1C(=O)CSc1nnc(-c2cccnc2)n1-c1cccc(OC)c1 (stereo not drawn)
-14.8,COc1cccc(OC)c1C(=O)Nc1ccc(N2CCN(C(=O)C(C)C)CC2)c(Cl)c1
-32.4,COc1ccc(C(NC(=O)CCC2CCCC2)c2nccn2C)cc1OC (stereo not drawn)
-105.9,O=C(NCc1cccs1)c1cc(-c2ccccc2Cl)on1
20.4,OC[C@H]1NC[C@@H](O)[C@@H]1O
-90.5,O=C(NCCCC1CCOC1)c1cc2ccc(F)cc2[nH]1 (stereo not drawn)
-27.0,Cc1ccc(C2=NN(CC(=O)NC(C)C)C(=O)c3cc4ccccc4n3C2)cc1
-14.5,CCOC(=O)Cn1nc(C)n2c(cc3ccsc32)c1=O
-1.6,Cc1c(C)c(C)c(CC2(C)CSC2)c(CC2(C)CSC2)c1C
34.4,Cc1cc2cc(C#N)c(SCC(=O)Nc3c(C)cccc3C)nc2cc1C
-21.7,CCC(=O)Nc1cc(C(=O)OCC(=O)c2cccs2)ccc1C
55.8,COc1c2c(cc3occ(-c4ccc5c(c4)OCO5)c(=O)c13)OC(C)(C)C=C2
-19.8,O=C1CSC(=O)N1c1ccc(F)cc1
2.8,CC(=O)Nn1c(C)nc2ccccc2c1=O
3.5,Cc1ccc(-c2nnn(CC(=O)N(c3cccc(F)c3)C(C(=O)NC(C)(C)C)c3ccc(C)o3)n2)o1 (stereo not drawn)
28.6,Cc1cc(C)c2[nH]c(=O)c(C(c3nnnn3Cc3ccc(F)cc3)N3CCCCC3)cc2c1 (stereo not drawn)
-49.8,N=C1C(c2nc3ccccc3c(=O)[nH]2)=C(O)CN1c1ccccc1Cl

Quoted from the listing (seven entries):
EP2 mod,canonical_smiles
-90.5,O=C(NCCCC1CCOC1)c1cc2ccc(F)cc2[nH]1 (stereo not drawn)
-27.0,Cc1ccc(C2=NN(CC(=O)NC(C)C)C(=O)c3cc4ccccc4n3C2)cc1
-14.5,CCOC(=O)Cn1nc(C)n2c(cc3ccsc32)c1=O
-1.6,Cc1c(C)c(C)c(CC2(C)CSC2)c(CC2(C)CSC2)c1C
34.4,Cc1cc2cc(C#N)c(SCC(=O)Nc3c(C)cccc3C)nc2cc1C
-21.7,CCC(=O)Nc1cc(C(=O)OCC(=O)c2cccs2)ccc1C
55.8,COc1c2c(cc3occ(-c4ccc5c(c4)OCO5)c(=O)c13)OC(C)(C)C=C2

(next part)
EP2 mod,canonical_smiles
-22.4,O=C(NC1CCCCC1)N(CCc1nc2ccccc2[nH]1)Cc1ccc(F)cc1
-43.7,CCOC(=O)CNC(=O)CSc1nc2sc3c(c2c(=O)[nH]1)CCCC3
36.2&-4.0,CCN(CC)CCOCCOC(=O)C1(c2ccccc2)CCCC1
0.3,O=C1NCCOc2ccc(S(=O)(=O)NCc3ccco3)cc21
-50.8,CC(NC(=O)C1(c2ccc(Cl)cc2)CC1)c1nc(-c2cccnc2)n[nH]1 (stereo not drawn)
-21.9,CCOc1ccc2[nH]c(=O)c(CN(Cc3ccco3)Cc3nnnn3CC3CCCO3)cc2c1 (stereo not drawn)
1.3,Cc1cc(=O)[nH]c(NC2CCN(Cc3ccccc3)CC2)n1
-17.3,CCNC(=O)C1CCN(S(=O)(=O)c2cc(Cl)ccc2Cl)CC1
-15.2,COc1ccc(-c2ccc3c(n2)sc2c(O)cc(=O)[nH]c23)cc1OC
-3.1,CC1CCc2c(sc3ncn4c(SCC(=O)N5CCc6ccccc65)nnc4c23)C1 (stereo not drawn)
-72.6,CCC(=O)Nc1ccc(NC(=O)CSc2nnnn2-c2cccc(OC)c2)cc1
11.2,O=C(O)CC[P+](c1ccccc1)(c1ccccc1)c1ccccc1
-7.7,CCOc1ccccc1NC(=O)CSc1nnnn1-c1ccc(C)c(C)c1
-86.6,O=C(Cc1ccc(F)cc1)N1CCC[C@H]1Cn1nc(-c2ccc3c(c2)OCCO3)ccc1=O
-22.8,Cc1cc(C)nc(SCC(=O)Nc2ccc(C)c(C)c2)n1
-19.3,COc1cccc(C(=O)Nc2ccc(N3CCN(C(=O)C(C)C)CC3)cc2)c1

Source: PubChem (Emory University Molecular Libraries Screening Center)
